EBI2 antag – EBI2 (human) antagonism | actives 0.81% (n = 360,000) | AID 651636 | inhibition, % at 5 µM | EBI2 beta-arrestin recruitment, luminescence, 7a,25-OHC stimulated | P32249; in the data active = inhibition above about 38%;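 note: enzyme fragment complementation signal reports receptor beta-arrestin coupling in cells; 0% = agonist plus DMSO wells and 100% = wells without agonist; some results beyond the cut were filed as inactive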
CXCR6 block – CXCR6 (human) receptor inhibition. O00574. actives 0.36% (n = 360,000). CHO-K1 PathHunter CXCR6 beta-arrestin, luminescence. inhibition, % at 20 µM; in the data active = inhibition above about 34%, passing the limit was not always enough;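 note: antagonist mode with CXCL16 agonist at 10 nM final; 0% = 10 nM CXCL16 with DMSO and 100% = unstimulated wells without agonist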
Target sequence (O00574 whole entry, looked up): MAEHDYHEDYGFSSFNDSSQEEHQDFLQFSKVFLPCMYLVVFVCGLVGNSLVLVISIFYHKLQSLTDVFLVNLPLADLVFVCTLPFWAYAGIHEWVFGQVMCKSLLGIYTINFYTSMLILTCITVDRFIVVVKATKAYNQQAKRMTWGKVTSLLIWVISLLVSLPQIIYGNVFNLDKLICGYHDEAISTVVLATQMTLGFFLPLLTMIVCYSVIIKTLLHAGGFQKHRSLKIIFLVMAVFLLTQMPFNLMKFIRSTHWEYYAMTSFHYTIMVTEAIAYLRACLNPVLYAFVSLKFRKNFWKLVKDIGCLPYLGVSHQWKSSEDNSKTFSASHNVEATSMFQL
UPR XBP1 act – adaptive UPR (XBP1) activation; CHO-XBP1 luciferase reporter, IRE1-XBP1 UPR activation, luminescence; percent of tunicamycin response, DMSO as zero; activation, % at 20 µM; actives 0.33% (n = 330,000); AID 463104;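 active = versus positive control, 20 µM dose yields 30% or more activation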;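 note: 100% = tunicamycin at 10 µg/mL and 0% = DMSO only wells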
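Material – CHO cell line with stable XBP1 luciferase reporter · Buffer or medium – F12 plus 10% FBS · Compound – single point, 20 µM final compound, 1% DMSO · Schedule – 16-18 h cell attachment at 37 °C, then 6 h compound exposure · Signal – Steady-Glo luminescence read · Benchmarks – high control tunicamycin 10 µg/mL final, low control DMSO vehicle only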
Mdm2 MdmX PPI – disrupts the human Mdm2-MdmX interaction; O15151+Q00987; SaOS-2 split-luciferase Mdm2/MdmX complementation, luminescence; inhibition, % at 8 µM; actives 3% (n = 330,000); AID 485346;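 active = inhibition of at least 50% at 8 µM in the primary screen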
Jurkat NFkB inh – lowers PMA/ionomycin-induced NF-kB signal in Jurkat cells | PMA/ionomycin-induced NF-kB luciferase reporter, luminescence | inhibition, % at 4 µM | actives 0.53% (n = 330,000) | AID 435003; in the data active = inhibition above about 50%
697 NFkB inh – lowers PMA/ionomycin-induced NF-kB signal in 697 B cells. 697 B-cell NF-kB luciferase reporter, 16 h. inhibition, % at 4 µM. actives 0.33% (n = 330,000). AID 435022; in the data active = inhibition above about 35%
Gli-Sufu antag – Gli-Sufu pathway antagonism. inhibition, % at 5 µM. Sufu-KO-LIGHT fibroblasts, Gli luciferase reporter luminescence. actives 0.74% (n = 340,000);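 active = inhibition above about 55%, limit read from the data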;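 note: 0% = DMSO-treated cells and 100% = wells with medium but no cells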
CCR6 antagonist – CCR6 (human) receptor antagonism. P51684. CHO-K1 CCR6 PathHunter beta-arrestin, luminescence, CCL20-stimulated. inhibition, % at 20 µM. actives 0.49% (n = 340,000). AID 493098;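 active = compounds whose inhibition of the agonist-driven luminescence signal at 20 µM reaches about 50%, limit read from the data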;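 note: cells stimulated with CCL20 at 14 nM final; plate controls were DMSO with CCL20 for no effect and DMSO without agonist for full effect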
Target sequence (P51684 whole entry, looked up): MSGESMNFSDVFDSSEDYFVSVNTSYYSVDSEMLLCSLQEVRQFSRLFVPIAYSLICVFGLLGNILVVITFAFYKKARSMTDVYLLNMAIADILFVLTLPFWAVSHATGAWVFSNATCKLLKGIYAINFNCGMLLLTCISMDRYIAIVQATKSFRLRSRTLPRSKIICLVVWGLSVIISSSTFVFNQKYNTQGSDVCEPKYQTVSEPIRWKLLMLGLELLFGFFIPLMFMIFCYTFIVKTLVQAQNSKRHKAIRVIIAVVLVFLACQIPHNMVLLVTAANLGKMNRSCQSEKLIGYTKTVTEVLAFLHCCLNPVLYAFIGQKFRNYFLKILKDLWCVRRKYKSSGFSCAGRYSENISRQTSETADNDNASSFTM
CHOP UPR activ – apoptotic UPR (CHOP) activation; CHO-CHOP luciferase reporter, luminescence; percent of tunicamycin response over DMSO baseline; activation, % at 10 µM; actives 0.34% (n = 330,000); AID 449763;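 active = at 10 µM dose, activation of 40% or more, normalized to positive control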;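 note: 100% = tunicamycin at 10 µg/mL and 0% = DMSO alone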
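Evaluation: % reporter activation, DMSO baseline versus tunicamycin full activation; System: CHO-CHOP luciferase reporter cell line; Input: 500 cells/well; Incubation: 6 h compound treatment, 37 °C; Measured by: Steady-Glo luciferase luminescence; Dosing: one dose, 10 µM in 0.5% DMSO; Buffer or medium: F12 medium, 10% FBS; Benchmarks: positive tunicamycin 10 µg/mL, negative DMSO alone.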
* marks the source's active call; other numbers are inactive results; . = not tested or not shown.

| SMILES | CCR6 antagonist | UPR XBP1 act | CHOP UPR activ | CXCR6 block | Mdm2 MdmX PPI | 697 NFkB inh | Jurkat NFkB inh | EBI2 antag | Gli-Sufu antag |
| --- | --- | --- | --- | --- | --- | --- | --- | --- | --- |
| CC(=O)c1ccc(NC(=O)C(C)N(C)CC(=O)Nc2ccc(Cl)cc2)cc1 (stereo unspecified) | 3 | -2 | 1.1 | -10 | 7 | 0 | 9 | 16 | 39 |
| CCCCc1cc(=O)oc2cc(OCC(=O)N3CCC(C(=O)O)(c4ccccc4)CC3)ccc12 | 1 | -2 | -0.3 | 7 | 7 | 16 | 15 | -1 | . |
| Cc1cccc(-c2c3c(=O)n(C)c(=O)n(C)c3c3cccnn23)c1 | 15 | 3 | 2.3 | 18 | -6 | 14 | 4 | -4 | -11 |
| CC1CCC(C(C)C)C(OC(=O)CSc2n[nH]c(=O)[nH]c2=O)C1 (stereo unspecified) | -20 | 1 | -0.7 | -13 | -14 | 22 | 3 | -5 | 1 |
| Cc1ccccc1N=Nc1c(O)[nH]c2ccccc12 | 9 | 6 | 3.8 | 2 | -26 | -1 | -8 | -1 | 8 |
| O=C1c2ccccc2NC(c2ccc([N+](=O)[O-])cc2)N1O (stereo unspecified) | 11 | -3 | -2.6 | -8 | 21 | 7 | -8 | -9 | -4 |
| COc1ccc(OC)c(S(=O)(=O)N2CCC(C(=O)NCCC3=CCCCC3)CC2)c1 | 14 | 1 | -2.8 | 7 | 18 | -8 | 2 | -5 | -2 |
| CCO/C(C)=C1/SC(=S)NC1=O | -1 | -2 | 2.7 | -4 | 28 | 2 | 7 | -6 | 0 |

Ordered by the number under Mdm2 MdmX PPI (lowest first): some entries from above.
SMILES | Mdm2 MdmX PPI
CC1CCC(C(C)C)C(OC(=O)CSc2n[nH]c(=O)[nH]c2=O)C1 (stereo unspecified) | -14
Cc1cccc(-c2c3c(=O)n(C)c(=O)n(C)c3c3cccnn23)c1 | -6
CC(=O)c1ccc(NC(=O)C(C)N(C)CC(=O)Nc2ccc(Cl)cc2)cc1 (stereo unspecified) | 7
COc1ccc(OC)c(S(=O)(=O)N2CCC(C(=O)NCCC3=CCCCC3)CC2)c1 | 18
CCO/C(C)=C1/SC(=S)NC1=O | 28

Compound profiles, as listed above. Order of screens: CCR6 antagonist, UPR XBP1 act, CHOP UPR activ, CXCR6 block, Mdm2 MdmX PPI, 697 NFkB inh, Jurkat NFkB inh, EBI2 antag, Gli-Sufu antag
Profile of O=C1c2ccccc2NC(c2ccc([N+](=O)[O-])cc2)N1O (stereo unspecified) = 11, -3, -2.6, -8, 21, 7, -8, -9, -4
Profile of CCO/C(C)=C1/SC(=S)NC1=O = -1, -2, 2.7, -4, 28, 2, 7, -6, 0
Profile of Cc1ccccc1N=Nc1c(O)[nH]c2ccccc12 = 9, 6, 3.8, 2, -26, -1, -8, -1, 8

(cont.)
| SMILES | CCR6 antagonist | UPR XBP1 act | CHOP UPR activ | CXCR6 block | Mdm2 MdmX PPI | 697 NFkB inh | Jurkat NFkB inh | EBI2 antag | Gli-Sufu antag |
| --- | --- | --- | --- | --- | --- | --- | --- | --- | --- |
| COC(=O)C(C)N(C(=O)c1cccc2ccccc12)c1c(C)cccc1C (stereo unspecified) | 24 | 0 | -0.3 | 3 | 1 | 17 | 1 | 10 | -2 |
| COC(=O)C(O)(CC(=O)Nc1ccc(C)c(F)c1)C(F)(F)F (stereo unspecified) | -21 | -4 | -1.1 | -6 | -29 | 16 | 17 | -15 | -53 |
| Cc1cc2ncn(C(=O)N3CCOCC3)c2cc1C | -7 | -3 | -1.7 | -1 | 8 | 12 | 13 | -14 | 3 |
| COc1ncnc2sc3c(c12)CCCC3 | 4 | -1 | -1.4 | -8 | 6 | -12 | -7 | -15 | 1 |
| CCOC(CNc1c([N+](=O)[O-])c(=O)n(C)c(=O)n1C)OCC | 6 | -2 | 2.4 | 1 | 21 | 8 | -2 | -3 | 1 |
| O=C(Nc1ccc(C(=O)N2CCCC2)cc1)c1ccccc1F | -8 | 2 | 2.0 | 0 | -26 | -13 | -19 | -6 | -34 |
| CC(C)c1nnc(NC(=O)CSc2ncn[nH]2)s1 | -8 | 2 | -2.7 | 0 | 31 | 18 | -5 | -7 | 5 |
| O=c1c2ccccc2nc(/C=C/c2c[nH]c3ccccc23)n1CCO | -21 | 10 | 3.2 | -1 | -36 | -48 | -82 | -4 | -30 |

New compounds follow:
| SMILES | CCR6 antagonist | UPR XBP1 act | CHOP UPR activ | CXCR6 block | Mdm2 MdmX PPI | 697 NFkB inh | Jurkat NFkB inh | EBI2 antag | Gli-Sufu antag |
| --- | --- | --- | --- | --- | --- | --- | --- | --- | --- |
| COc1ccccc1NC(=O)c1c(NC(=O)CCC(=O)O)sc2c1CCCCC2 | 5 | -1 | 1.4 | 2 | 7 | -5 | -7 | -4 | 9 |
| COc1ccc2cc(CCNC(=O)C(C)(C)C)c(=O)[nH]c2c1 | 4 | -1 | -1.1 | 6 | 4 | -2 | 9 | 4 | -7 |
| c1cc2c(cc1NC1CCCCCC1)OCO2 | 11 | -3 | 3.4 | 11 | 12 | 5 | 3 | 4 | -17 |
| Cc1ccc(C(=O)N/C(=C\c2cccc([N+](=O)[O-])c2)C(=O)Nc2cccc(C(=O)O)c2)cc1 | 5 | -3 | -1.9 | -1 | 5 | 3 | 11 | -9 | 10 |
| Cc1ccccc1NC(=O)CSc1nnc(C)c(=O)[nH]1 | 11 | 0 | -1.0 | 1 | -7 | 3 | -4 | -3 | 4 |
| CCC(C)N(C(=O)CSc1nc2ccc(OC)cc2[nH]1)C1CCS(=O)(=O)C1 (stereo unspecified) | 6 | 0 | 1.8 | -1 | 26 | 8 | 1 | -5 | -1 |
| Cn1cc(C=O)c2cc(F)ccc21 | -6 | -3 | 1.4 | 9 | 17 | 20 | 5 | -12 | -1 |
| C[n+]1cn(/N=C/c2ccccc2)c2ccccc21 | 16 | 1 | -1.0 | -5 | 1 | -18 | -2 | -3 | -15 |
| CCC(=O)NC(c1ccc(OC)c(OC)c1)c1cc(Cl)c2cccnc2c1O (stereo unspecified) | 7 | . | . | 1 | . | . | . | 17 | 8 |
| COc1ccc(SCCN2CCN(C)CCC2=O)cc1 | 4 | -1 | -1.0 | -17 | -4 | 23 | 2 | -11 | -26 |
| COc1ccc(Cl)cc1N/C(N)=N/c1nc(C)cc(=O)[nH]1 | 21 | -1 | -2.3 | -7 | 6 | 6 | -10 | -7 | 30 |
